# Screening results as filed in PubChem BioAssay.
# ERK EGF inh – blocks ERK signaling stimulated by EGF | 130,000 compounds, 0.41% hits | AID 1454 | Potency, µM (titrated, usually from 11.5 µM), inactives show top-dose activity change, negative = inhibition, actives largely listed as inhibitors | HEK293-V1b, EGF-stimulated phospho-ERK AlphaScreen; active means well fitted inhibition curve with a large enough effect; inconclusive means small, poorly fitted or top-dose-only effect, or effect the other way;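 further: plate controls were stimulated vehicle wells for no effect and unstimulated vehicle basal for full effect; nearly all actives have a fitted effect of over 55% in size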
#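 Homogeneous cell-based phospho-ERK assay: HEK293/V1b cells in 1% FBS, compound 30 min then EGF 5 min, AlphaScreen luminescence. Activity normalized between DMSO and 25 nM EGF controls; AC50 from Hill modelling.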
# An asterisk follows results filed as active; ? = inconclusive; [ ] = remark or other dose. Potency means the concentration at half of the fitted maximal effect. A portion of the library; count on the stated rates, not on these rows.
Compound,ERK EGF inh
CCn1cc(C(=O)O)c(=O)c2cc(F)c(N3CCN(C(=S)NC(=O)c4ccc(F)cc4)CC3)cc21,-11%[57.5 µM]
C/C(=N\Nc1ccc([N+](=O)[O-])cc1)c1ccc(O)cc1,?
COc1cccc(NC(=O)Cn2c(=O)oc3cc(S(=O)(=O)N4CCCC4)ccc32)c1,-4%[57.5 µM]
CCOC(=O)c1c(NC(=O)/C=C/C(=O)O)sc(C)c1-c1ccc(C(C)(C)C)cc1,?
COc1ccc(OC)c(CN2CCCC(CCC(=O)N(C)CCc3ccccn3)C2)c1 (configuration not stated),-10%[57.5 µM]
O=C(CC1SC(=Nc2ccc3c(c2)OCCO3)NC1=O)Nc1ccc(F)cc1F (configuration not stated),0%[57.5 µM]
COc1ccnc(CS(=O)c2nc3ccc(OC(F)F)cc3[nH]2)c1OC (configuration not stated),8%
Cn1c(COc2cccc3cccnc23)nnc1SCC(=O)O,-18%
CC(=O)O/N=C(\N)c1ccc(-c2csnn2)cc1,5%[57.5 µM]
COC(C[C@@H]1O[C@@H]1[C@@H](O)[C@@H](C)OCc1ccccc1)OC,1%[57.5 µM]
Cc1ccc(NC(=O)C2Cc3ccccc3CN2C(=O)c2ccccc2)cc1Cl (configuration not stated),-6%
O=C(NNC(=S)NC(=O)c1cccs1)c1cccnc1,-2%
Cc1ccccc1CSc1nc2ccccc2c(=O)[nH]1,0%
CC(=O)c1ccc(OC(C)C)c(Cc2c(O)nc(N)[nH]c2=O)c1,9%
COc1cc(CNCc2ccc(OC)c(OC)c2OC)cc(OC)c1,-11%[57.5 µM]
Cc1ccc(-c2nc(C(=O)O)cs2)cc1,-15%
Cc1ccc(Nc2nnc(SCC(=O)Nc3ccccc3[N+](=O)[O-])s2)cc1,1%
Cc1ccc2cc(CN(CC3CCCO3)C(=S)Nc3ccccc3)c(=O)[nH]c2c1 (configuration not stated),0%
Cc1ccc(C(O)CSc2nnc(-c3ccc4ccccc4c3)n2C)cc1 (configuration not stated),14%[57.5 µM]
CCCC(=O)Nc1ncnc2c1ncn2[C@@H]1O[C@H]2COP(=O)(O)O[C@@H]2[C@@H]1OC(=O)CCC,-3%[25.7 µM]
CCOC(=O)C(NC(=O)c1cccc(Cl)c1)(Nc1sc2c(c1C(N)=O)CCC2)C(F)(F)F (configuration not stated),8%
Cc1ccc(C(=O)NCC(=O)NCC(=O)OCC(=O)c2ccc(F)cc2)cc1,-3%
COc1ccccc1NC(=O)Nc1ccc2c(c1)nc(C)n2C,3%
Cc1ccc(C)c(OCCN2C(=O)NC3(CCc4ccccc4C3)C2=O)c1 (configuration not stated),6%

# Reformatted with each value named: entries from further up
Cc1ccc(-c2nc(C(=O)O)cs2)cc1
- ERK EGF inh = -15%
Cc1ccc(C(O)CSc2nnc(-c3ccc4ccccc4c3)n2C)cc1 (configuration not stated)
- ERK EGF inh = 14%[57.5 µM]
Cc1ccc2cc(CN(CC3CCCO3)C(=S)Nc3ccccc3)c(=O)[nH]c2c1 (configuration not stated)
- ERK EGF inh = 0%
Cc1ccc(C)c(OCCN2C(=O)NC3(CCc4ccccc4C3)C2=O)c1 (configuration not stated)
- ERK EGF inh = 6%

# More entries
Compound,ERK EGF inh
N#Cc1c(-c2ccccc2)cc2nc3ccccc3n2c1N,?
CCc1nnc(NC(=O)Cc2ccc(Br)cc2)s1,1%
C=C1C(=O)O[C@@H]2C[C@@H](C)[C@@H]3C=CC(=O)[C@@]3(C)[C@@H](OC(C)=O)[C@H]12,?
Cc1cc(S(=O)(=O)N2CCN(C(=O)CCC(=O)N3CCOCC3)CC2)ccc1Br,-11%[57.5 µM]
COc1cc(/C=N/NC(=O)C(=O)NCc2ccco2)cc(Br)c1O,10%[57.5 µM]
CC1(c2ccccc2)O[C@@H]2C[C@H]3[C@@H]4CCC5=CC(=O)C=C[C@]5(C)[C@@]4(F)[C@@H](O)C[C@]3(C)[C@]2(C(=O)CO)O1 (some centres not stated),17%[57.5 µM]
CN1CCN(c2nc(-c3cccc(NS(C)(=O)=O)c3)nc3ccccc23)CC1,20%
O=C(Cn1cncn1)NCc1ccc(Cl)cc1,0%
CCS(=O)(=O)c1c([N+](=O)[O-])ncn1C,3%
CCOC(=O)C(NC(=O)c1ccccc1Cl)(Nc1ccc(C)c(C)c1)C(F)(F)F (configuration not stated),-4%
Cc1ccc2oc(=O)c(/C=C(\O)c3ccccc3)nc2c1,-1%
CCOC(=O)C(NC(=O)c1ccc(F)cc1)(Nc1sc2c(c1C(N)=O)CCC2)C(F)(F)F (configuration not stated),8%
O=C(O)CCc1nn2c3ccccc3n(CC(=O)c3cccs3)c2nc1=O,-5%
Cc1ccc2nc(-c3ccc(S(=O)(=O)N4CCCCC4)cc3)cn2c1,-5%
COc1ccccc1CNC(=O)c1ccc2nc3[nH]c4ccccc4c3nc2c1,4%
CC(/C=N\NC(=O)CN1CCN(S(=O)(=O)c2ccc(C)cc2)CC1)=C\c1ccccc1,2%
CCCC(=O)n1nc(-c2cccnc2)nc1NCc1ccc(OC)cc1,-3%
Cc1ccc(CN2C3=NCCN3c3ccccc32)cc1,-14%
CC[C@H](NC(C)C)[C@H](O)c1ccc(O)c(O)c1,-9%[25.7 µM]
C/C(CC(=O)Nc1ccc(Cl)cc1)=N\NC(=O)C(=O)N1CCCCC1,-11%
Cc1ccc2cc3c(N)c(C(=O)Nc4c(C)[nH]c(=O)[nH]c4=O)sc3nc2c1,-8%
N#Cc1cccc(NC(=O)N2CCCC3(CCN(C(=O)c4ccco4)CC3)C2)c1,?
COc1ccccc1NC(=O)c1nnn(CC(=O)Nc2ccccc2)c1N,5%
COc1ccc(N=Cc2c(O)cc(C)oc2=O)cc1,-6%
CCc1cc[n+](C2=C([O-])c3ccccc3C(=O)/C2=N\S(=O)(=O)c2cccs2)cc1,10%
O=C(CSc1ccc(-c2cccnc2)nn1)N1CCCC1,6%
CC(C)CN1CC[C@@]2(CCCN(C(=O)c3ccco3)C2)C1,-3%
COc1cccc(CNC(=S)Nc2cc(C)ccc2C)c1,-3%
NC(=O)COC(=O)CC1CC2CCC1C2 (configuration not stated),-5%
O=C(Cc1ccccc1)NC(NNc1ccccc1)(C(F)(F)F)C(F)(F)F,-1%
O=C(c1cccc([N+](=O)[O-])c1)N1CCN(c2n[nH]c(=O)[nH]c2=O)CC1,-2%[57.5 µM]
O=C(CSc1nnc(-c2ccc([N+](=O)[O-])cc2)o1)Nc1ccccn1,0%
COc1ccc(NC(=S)NCCc2ccc(S(N)(=O)=O)cc2)c(OC)c1,-3%
COC(=O)c1cn(NC(=O)c2cc([N+](=O)[O-])ccc2F)c(=O)c2ccccc12,2%
COc1ccc(C(CCN2CCCC(C)C2)c2c(OC)cc(OC)c3c(-c4ccccc4)cc(=O)oc23)cc1 (configuration not stated),-4%[57.5 µM]
O=C(NC1CCCCC1)C1CC(=O)N(c2cccc([N+](=O)[O-])c2)C1 (configuration not stated),-1%

# (cont.)
mol | ERK EGF inh
CC(=O)Nc1ccc(C(=O)/C=C/c2ccc[nH]2)cc1 | 1%[57.5 µM]
O=C(Nc1cccc(C(=O)O)c1)/C(=C\c1ccc2c(c1)OCO2)NC(=O)c1ccc(Br)o1 | -1%
Cc1cc(C(=O)Nc2ccccc2N2CCOCC2)c(C)o1 | 11%[57.5 µM]
N#CC1=C(N)N(c2ncn[nH]2)C2=C(C(=O)CCC2)C1c1ccccc1 (configuration not stated) | 1%
CC(=O)N1CCC[C@@]2(CCN(c3ncccn3)C2)C1 | -5%
Cc1ccc(-c2nc3ncccc3o2)cc1NC(=S)NC(=O)c1ccco1 | 3%
CCOc1ccc(C(C(=O)NC2CCCCC2)N(C(=O)c2ccco2)c2ccc(-n3cnnn3)c(C)c2)cc1 (configuration not stated) | 4%
Cc1ccc(C(=O)CC(C(=O)O)P(=O)(c2ccccc2)c2ccccc2)cc1 (configuration not stated) | 3%
O=C(NC(=S)Nc1ccc(Cc2ccncc2)cc1)c1ccccc1 | ?
CC(C)OC(=O)c1cc(NC(=S)Nc2ccc([N+](=O)[O-])cc2)cc(C(=O)OC(C)C)c1 | -6%
Cc1cccc(N(Cc2cc3ccccc3[nH]c2=O)C(=O)c2cccs2)c1 | 30%[57.5 µM]
COc1cccc(C(=O)N2CCn3c2nc2ccccc23)c1 | 0%
C=CCN1c2ccccc2[C@]23C[C@@H](C(=O)OC)N=C2NC(C(=O)OC)=C(C(=O)OC)[C@H]13 | 1%[57.5 µM]
CCCS(=O)(=O)N1CCN(Cc2ccc3c(c2)c2ccccc2n3CC)CC1 | 0%
CC1(COc2ccc(CC3SC(=O)NC3=O)cc2)CCCCC1 (configuration not stated) | 6%

# In a second layout: two of the compounds above.
smiles: Cc1ccc(-c2nc3ncccc3o2)cc1NC(=S)NC(=O)c1ccco1
  ERK EGF inh = 3%

smiles: CC(=O)N1CCC[C@@]2(CCN(c3ncccn3)C2)C1
  ERK EGF inh = -5%

# Carrying on.
mol | ERK EGF inh
CCN(CC)S(=O)(=O)c1ccc(OC)c(NC(=S)Nc2cccc(C)c2C)c1 | -11%
CC1(C)CC(=O)C(C2c3ccccc3Oc3ccccc32)C(=O)C1 | 3%
Cc1sc(NC(=O)C2C3CCC(C3)C2C(=O)O)c(C(N)=O)c1-c1ccc(C(C)(C)C)cc1 (configuration not stated) | 1%
C#CCNC(=O)C1=C[C@@H](C2CCCCC2)[C@H](CCCO)[C@@H](OCC)O1 | 0%[57.5 µM]
CCNC(=S)/N=C(/Nc1ccccc1)Nc1nc(C)cc(C)n1 | 5%[57.5 µM]
CC(C)C(c1nnnn1Cc1ccc(F)cc1)N1CCSCC1 (configuration not stated) | -5%
CCCN(CC1CC1)C(=S)NC(=O)c1ccc(S(=O)(=O)N2CCOCC2)cc1 | 2%
CCCc1nc2oc3ccccc3c(=O)c2c(=O)n1-c1ccccc1 | 0%[57.5 µM]
CC(=O)c1c(C)[nH]c(C(=O)CSc2ncnc3sc(-c4ccccc4)cc23)c1C | -7%
CCOc1ccc(NC(=O)CN(c2ccc([N+](=O)[O-])cc2)S(=O)(=O)c2ccccc2)cc1 | -11%
COc1ccc(CCNC(=O)CSc2c[nH]c3ccccc23)cc1OC | -1%
O=C1NC(Cc2ccccc2)C(=O)N1CC(=O)N1CCCc2ccccc21 (configuration not stated) | -3%
CCN(CC)C(=O)Cn1cnc2sc(C(=O)N3CCN(Cc4ccc5c(c4)OCO5)CC3)c(C)c2c1=O | -2%
CC(C)NC(=O)c1ccc(C2SCC(=O)N2Cc2ccccc2)cc1 (configuration not stated) | -2%
O=C(Nc1ccc(OCc2ccccc2)cc1)Nc1ccccc1C(=O)NCCCN1CCOCC1 | -3%[57.5 µM]
C/C(=N/NC(=O)c1ccncc1)c1c[nH]c2ccccc12 | -14%
O=C(O)CCn1cc(/C=C\C(=O)c2ccc(Cl)cc2)c(-c2cccc(Br)c2)n1 | -7%
COc1ccc(N/C=C/C(=O)c2ccc(Cl)cc2)cc1 | 4%
COc1cc(/C=C/C(=O)OCC(=O)Nc2cc(S(=O)(=O)N(C)C)ccc2Cl)ccc1O | -16%[57.5 µM]
Cc1ccc2nc(-c3ccccn3)cc(C(=O)Nc3ccc(S(=O)(=O)N4CCOCC4)cc3)c2c1 | -8%
Cc1cc(C(=O)N/N=C/c2cc(Br)ccc2OC(=O)c2ccccc2Cl)n[nH]1 | -11%
O=C(NCc1ccccc1)c1cccc(COc2cc(Cl)ccc2Cl)c1 | -3%
O=C(N/N=C\c1c(O)ccc2ccccc12)c1ccc(S(=O)(=O)N2CCCCC2)cc1 | -6%
CCCc1nc2c(sc3nc4c(cc32)COC(C)(C)C4)c(=O)n1CCN(CC)CC | 4%
COc1cc(/C=C2/S/C(=N/S(=O)(=O)Cc3ccccc3)NC2=O)c([N+](=O)[O-])cc1OC | 7%[57.5 µM]
CCCCC(=O)N1C/C=C\C(c2ccc(OC)cc2)N(Cc2ccc(F)cc2)C(=O)C1 (configuration not stated) | -27%[57.5 µM]
O=C1CC(c2ccco2)CC(O)=C1C=NCC1NCCc2ccccc21 (configuration not stated) | 10%
CN(C)c1nc(C#N)nc(N(C)C)n1 | -4%
Cn1cccc1/C=C1\SC(=S)N(NC(=O)c2ccc(F)cc2)C1=O | -3%[57.5 µM]
Cc1ccccc1Cn1c(=N)n(CC(=O)c2ccc([N+](=O)[O-])cc2)c2ccccc21 | 12%
COc1cc(N2CCCC2)ccc1[N+](=O)[O-] | 5%
COC(=O)CC1c2ccccc2C=C(C2CC2)N1C(=O)OC (configuration not stated) | -10%
N#Cc1cccc(NC(=O)N2CCCC3(CCN(C(=O)c4cc(C(F)(F)F)cc(C(F)(F)F)c4)CC3)C2)c1 | 1%
COc1cc(/C=C/C(=O)OCC(=O)Nc2ccc(S(=O)(=O)N3CCCC3)cc2)ccc1O | 6%
COc1ccc(C(=O)Nc2nccs2)cc1[N+](=O)[O-] | -6%
N#CCCCn1c(=O)oc2ccccc21 | -4%
COc1ccc(/C=C/C(=O)Oc2ccc(C)c(C)c2)cc1OC | 1%
Cc1c(C(=O)C(=O)N2c3ccc(F)cc3CCC2C)c2ccccc2n1C (configuration not stated) | 3%
CN(C)C(CNC(=O)c1ccc(NC(=O)CC#N)cc1)c1ccccc1 (configuration not stated) | -5%
CC12CCC(C(=O)N(NC(=O)c3cccnc3)C1=O)C2(C)C (configuration not stated) | 3%

# Looked up above:
# ERK EGF inh result of CCn1cc(C(=O)O)c(=O)c2cc(F)c(N3CCN(C(=S)NC(=O)c4ccc(F)cc4)CC3)cc21 → -11%[57.5 µM]
# ERK EGF inh result of Cc1cc(S(=O)(=O)N2CCN(C(=O)CCC(=O)N3CCOCC3)CC2)ccc1Br → -11%[57.5 µM]
# ERK EGF inh result of NC(=O)COC(=O)CC1CC2CCC1C2 (configuration not stated) → -5%
# ERK EGF inh result of O=C(CC1SC(=Nc2ccc3c(c2)OCCO3)NC1=O)Nc1ccc(F)cc1F (configuration not stated) → 0%[57.5 µM]
# ERK EGF inh result of Cc1ccccc1Cn1c(=N)n(CC(=O)c2ccc([N+](=O)[O-])cc2)c2ccccc21 → 12%
